# High-throughput results from PubChem.
# TEAD-YAP block: TEAD-YAP interaction inhibition, primary screen, TEAD-YAP interaction inhibitor project, luminescence, HEK-TIYL cells; AID 1259422, 2018; actives 1.4% (n = 640,000); inhibition, % at 9.12 µM; TEAD-Gal4/YAP UAS-luciferase luminescence; in the data active = inhibition above about 32%;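 note: 0% = median of test compound wells and 100% = reference inhibitor wells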
# FBW7 activator: FBW7 E3 ligase activators, primary screen, biochemical, AlphaScreen, human; F-box/WD repeat-containing protein 7 (Homo sapiens), Q969H0; AlphaScreen FBW7–phospho-cyclin E peptide binding, activator screen; normalized activity (activation), % at 26.1 µM; actives 0.13% (n = 650,000); AID 1259310, 2017; in the data active = normalized activity above about 1.9%;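 note: purified mutant Fbw7 with reduced substrate affinity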
# GPR151 ag: activators of human GPR151, primary screen, cell-based, PathHunter beta-arrestin, luminescence. PathHunter beta-arrestin GPR151 cells. activation, % at 11.2 µM. G-protein coupled receptor 151 (Homo sapiens), Q8TDV0. AID 1508602, 2020. actives 1% (n = 650,000); in the data active = activation above about 4.9%;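 note: 0% = median of compound wells and 100% = cells with positive control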
# Target sequence (Q8TDV0 whole entry, looked up): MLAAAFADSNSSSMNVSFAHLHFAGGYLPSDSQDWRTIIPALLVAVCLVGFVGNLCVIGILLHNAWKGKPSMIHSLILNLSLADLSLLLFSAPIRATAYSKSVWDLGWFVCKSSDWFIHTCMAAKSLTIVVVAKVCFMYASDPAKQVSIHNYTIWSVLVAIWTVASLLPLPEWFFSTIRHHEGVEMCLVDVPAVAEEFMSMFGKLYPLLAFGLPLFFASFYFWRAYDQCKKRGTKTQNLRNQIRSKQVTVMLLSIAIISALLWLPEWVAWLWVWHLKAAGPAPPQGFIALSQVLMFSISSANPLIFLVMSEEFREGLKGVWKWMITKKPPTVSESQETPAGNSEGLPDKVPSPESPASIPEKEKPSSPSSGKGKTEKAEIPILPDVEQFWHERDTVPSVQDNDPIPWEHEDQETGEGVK
# MITF primary: MITF inhibitors, primary screen, biochemical, AlphaScreen, human | inhibition, % at 2.6 µM | actives 0.91% (n = 650,000) | Microphthalmia-associated transcription factor (Homo sapiens), O75030 | AlphaScreen MITF homodimerization, bead proximity signal | AID 1259374, 2018; in the data active = inhibition above about 50%;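 note: 0% = vehicle wells with protein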
# Target sequence (O75030 whole entry, looked up): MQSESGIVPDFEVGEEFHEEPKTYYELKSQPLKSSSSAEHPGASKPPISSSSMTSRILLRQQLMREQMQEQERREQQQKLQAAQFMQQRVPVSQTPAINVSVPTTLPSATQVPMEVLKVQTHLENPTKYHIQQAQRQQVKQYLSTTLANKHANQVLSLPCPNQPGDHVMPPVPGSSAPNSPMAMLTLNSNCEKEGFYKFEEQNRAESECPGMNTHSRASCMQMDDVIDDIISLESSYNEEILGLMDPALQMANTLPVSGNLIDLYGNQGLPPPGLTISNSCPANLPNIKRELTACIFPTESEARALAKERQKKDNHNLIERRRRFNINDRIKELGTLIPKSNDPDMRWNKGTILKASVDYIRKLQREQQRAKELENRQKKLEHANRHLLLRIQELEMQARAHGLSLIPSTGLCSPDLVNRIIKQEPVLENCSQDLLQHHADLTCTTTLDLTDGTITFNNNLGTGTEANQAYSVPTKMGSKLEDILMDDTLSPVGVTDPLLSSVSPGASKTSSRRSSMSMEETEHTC
# * hit, by the source's call; i = inactive.
nr	mol	TEAD-YAP block	GPR151 ag
1	COCC1CCCN(Cc2ccc3c(c2)CN(C(=O)c2ccnn2C)CCO3)C1 (stereo not given)	3	3.7
2	COC(=O)Nc1ccc(Cc2ccncc2)cc1	-4	1.1
3	CSCCC(=O)N(C)C(Cc1ccc(F)cc1)C1CCN(C(=O)C2CCN(C)C2)CC1 (stereo not given)	-17	-2.0
4	CCCNc1cc(-c2ccc(N3CCOCC3)nc2)nc(N)n1	0	0.3
5	Cc1ccc(-c2nnc(Nc3ccc(C(=O)N4CCCCC4)cc3)c3ccccc23)cc1S(N)(=O)=O	4	-0.3
6	CCC(=O)N=CC1=C(O)c2ccccc2C1=O	13	1.8
7	OC1(c2ccccc2F)CCN(Cc2nnnn2CCc2ccccc2)CC1	-1	1.4
8	Clc1cc(Br)ccc1NCc1cccnc1	-1	1.0
9	O=C(O)c1ccc(CN2CCCCC2)o1	11	-1.5
10	Cc1cc(C)nc(SCC(=O)Oc2ccc3oc(=O)cc(C)c3c2)n1	-6	-0.4

nr	MITF primary	FBW7 activator
1	2	0.0
2	1	0.1
3	10	0.3
4	2	0.0
5	-6	0.0
6	-2	-0.1
7	7	-0.4
8	-8	0.0
9	-6	-0.1
10	13	0.1

# More results follow:
nr	mol	TEAD-YAP block	GPR151 ag
11	COc1cc(/C=C2/SC(N)=NC2=O)cc(OC)c1	9	0.3
12	COc1cc(C2C(C(=O)O)CCC(=O)N2c2ccc3c(c2)OCO3)cc(OC)c1OC (stereo not given)	-1	-0.9
13	NCCCC[C@@H]1NC(=O)[C@@H]2C[C@H](NCc3cccc(Cl)c3)CN2C1=O	-7	0.2
14	COCCn1cnc2sc(C(=O)NCc3ccccc3OC)c(C)c2c1=O	5	-0.4
15	CCOC(=O)c1ccc(N2C(=O)C3ON(c4ccc(Cl)cc4)C(c4ccc(N(C)C)cc4)C3C2=O)cc1 (stereo not given)	7	-0.5
16	O=C(CCl)Nc1ccc2c(c1)CCC2	32	0.6
17	NC(=O)NCCCC(NS(=O)(=O)c1ccc(Cl)cc1)C(=O)O (stereo not given)	3	-0.6
18	COC(=O)c1c(OCCc2ccsc2)cc(=O)n2c1CCN(C(=O)C1CC1)CC2	-22	3.4
19	C=CCN(c1ccc(C(=O)NC(C)C)cc1)S(C)(=O)=O	0	-1.4
20	Cn1c(=O)n(CC(=O)NCCC2=CCCCC2)c(=O)c2ccccc21	-1	-0.3

nr	MITF primary	FBW7 activator
11	1	-0.1
12	7	0.6
13	-16	-0.1
14	-1	0.0
15	-2	-0.1
16	-1	-0.2
17	13	-0.1
18	5	0.1
19	11	0.6
20	0	-0.1

# Going on with the list:
nr	mol	TEAD-YAP block	GPR151 ag
21	CCN1CCc2c(sc(NC(=O)c3ccc(C(C)(C)C)cc3)c2C(N)=O)C1	-15	1.1
22	COc1cccc(CNC(=O)c2cnn(C(C)(C)C)c2C(F)(F)F)c1	-7	-1.0
23	COCCn1c(NC(=S)NC(=O)C2(C)CC2(Cl)Cl)cc(=O)[nH]c1=O (stereo not given)	8	2.2
24	CCc1ccc(NC(=O)c2ccc(F)c(S(=O)(=O)NCCc3ccc(OC)c(OC)c3)c2)cc1	-11	-0.6
25	CC(C)(C)NC(=O)C(c1ccccn1)N(Cc1ccccc1)C(=O)c1csnn1 (stereo not given)	7	4.9*
26	CCCNC1=C(Cl)C(=O)c2ccccc2C1=O	-9	-0.8
27	Cc1cccc(N2CCN(C(=O)c3ccccc3[N+](=O)[O-])CC2)c1C	8	0.7
28	CCC1=[N+](CC)CCn2c(C)ccc21	-9	2.3
29	Cc1sc(NS(=O)(=O)c2ccc([N+](=O)[O-])cc2)nc1-c1ccc(-c2ccccc2)cc1	-5	0.1
30	COc1ccccc1C(O)(C(=O)NN)c1ccccc1OC	1	-0.4

nr	MITF primary	FBW7 activator
21	10	0.2
22	7	0.1
23	4	-0.1
24	3	-0.1
25	7	0.6
26	25	-0.1
27	-1	0.0
28	1	-0.1
29	5	-0.2
30	6	-0.1

# New compounds follow.
nr	mol	TEAD-YAP block	GPR151 ag
31	Cc1cccc(NC(=O)C2CC(=O)N(c3ccccc3)C2)c1C (stereo not given)	0	1.9
32	O=C(N/N=C/C=C/c1ccco1)c1cc(Cl)cc(Cl)c1O	2	2.2
33	Cc1nnc2n(-c3ccccc3)c(=O)c3c4c(sc3n12)CCC4	-1	-0.1
34	COc1ccc(C)cc1NC(=O)c1n[nH]c(=O)c2ccccc12	-14	-1.5
35	Cc1cc(Cl)ccc1-n1nnnc1SCc1nc2ccccc2[nH]1	11	-0.5
36	COc1ccc(OC)c(NC(=O)CN(c2ccccc2OC)S(C)(=O)=O)c1	3	-0.7
37	Cc1ccc(-c2nnn(CC(=O)N(CC(=O)NCCC(C)C)Cc3ccccc3)n2)cc1	9	0.0
38	COc1ccc(NC(=O)c2ccc3c(=O)n(Cc4ccccc4)c(SCC(=O)c4ccccc4)nc3c2)cc1OC	6	-0.3
39	O=C(c1cc2cc(Br)ccc2oc1=O)N1CCN(c2ccccn2)CC1	3	0.2
40	COc1cccc(NC(=O)c2cc3c(=O)oc4ccccc4c3s2)c1	6	0.0

nr	MITF primary	FBW7 activator
31	18	0.1
32	17	0.1
33	-1	-0.3
34	8	0.2
35	i	0.2
36	-2	-0.1
37	-12	0.4
38	-1	-0.1
39	28	0.0
40	14	0.1

# The closing 5 records of the part before lead into the next:
nr	mol	TEAD-YAP block	GPR151 ag
36	COc1ccc(OC)c(NC(=O)CN(c2ccccc2OC)S(C)(=O)=O)c1	3	-0.7
37	Cc1ccc(-c2nnn(CC(=O)N(CC(=O)NCCC(C)C)Cc3ccccc3)n2)cc1	9	0.0
38	COc1ccc(NC(=O)c2ccc3c(=O)n(Cc4ccccc4)c(SCC(=O)c4ccccc4)nc3c2)cc1OC	6	-0.3
39	O=C(c1cc2cc(Br)ccc2oc1=O)N1CCN(c2ccccn2)CC1	3	0.2
40	COc1cccc(NC(=O)c2cc3c(=O)oc4ccccc4c3s2)c1	6	0.0
41	CN(CCc1ccccn1)c1ncnc2c1c(-c1ccccc1)cn2-c1cccc(Cl)c1	-13	1.1
42	Cn1c(=O)n(C)c2cc(/C=C3/C(=O)NN(c4cccc(Br)c4)C3=O)ccc21	0	-0.4
43	C=CCn1c(C)cc(C(=O)CSc2nc3ccccc3[nH]2)c1C	53*	0.0
44	CCc1nnc(C2CCN(C(=O)Nc3ccc(F)cc3)CC2)s1	7	-1.9
45	CC(C)(C)c1ccc(C(=O)Nc2nnc(-c3ccc(C(C)(C)C)cc3)s2)cc1	-8	-0.2
46	N#Cc1c(NC(=O)C2CC(c3ccc(Cl)cc3)=NO2)sc2c1CCC2 (stereo not given)	-5	-0.2
47	CCc1ccccc1NC(=O)c1cccn(OCc2cccc(C)c2)c1=O	2	0.9
48	O=C(CCNC(=O)c1ccccc1)NNC(=O)COc1ccccc1Cl	2	-1.5
49	Cc1ccc(C(=O)C(C)OC(=O)CCN2C(=O)C3C4C=CC(C5CC45)C3C2=O)cc1 (stereo not given)	-4	-0.8
50	Cn1cnnc1Sc1ccc(Cl)cc1N	-6	0.1

nr	MITF primary	FBW7 activator
36	-2	-0.1
37	-12	0.4
38	-1	-0.1
39	28	0.0
40	14	0.1
41	3	0.9
42	5	-0.3
43	15	0.3
44	7	1.1
45	-12	0.1
46	7	-0.1
47	-7	-0.2
48	2	0.1
49	0	-0.2
50	0	-0.1

# New compounds follow
nr	mol	TEAD-YAP block	GPR151 ag
51	CCCCCC1CCC(c2ccc(C#N)c(Cl)n2)CC1 (stereo not given)	1	1.5
52	O=C(CCc1c[nH]c2ccccc12)Nn1c(SCC(=O)c2ccccc2)nc2ccccc2c1=O	-4	0.4
53	O=C(NCC1CCCN(Cc2nc3ccccc3s2)C1)c1n[nH]c2ccccc12 (stereo not given)	3	-0.1
54	Cc1cc(C=C2C(=O)OC(C)(C)OC2=O)c(C)n1-c1cccc(C(F)(F)F)c1	12	-1.5
55	CC12CCC(C(=O)Nc3nc(-c4ccccc4)cs3)(CC1=O)C2(C)C (stereo not given)	-1	1.9
56	O=C1C2C(c3ccc(F)cc3)OC3(C(=O)c4ccccc4C3=O)C2C(=O)N1Cc1ccccc1 (stereo not given)	14	5.6*
57	CCCOc1ccc(Cn2c3ccccc3c3nc4ccccc4nc32)cc1	2	0.2
58	COc1cc(C(=O)NCc2ccc(C(=O)N3CCc4ccccc43)cc2)cc(OC)c1OC	-5	-0.7
59	O=C(NC1CC1)C1CCN(C(=O)c2ccccc2Cl)CC1	8	0.8
60	Nc1nnc(CCc2ccccc2)s1	2	-2.2

nr	MITF primary	FBW7 activator
51	13	-0.2
52	-2	-0.2
53	0	-0.1
54	-4	-0.2
55	6	-0.1
56	10	0.1
57	6	0.1
58	-3	0.0
59	14	0.0
60	6	0.0

# Other entries follow.
nr	mol	TEAD-YAP block	GPR151 ag
61	COc1ccccc1NC(=O)Cc1ccc(C)cc1	-5	-1.1
62	CC(=O)c1ccc(C(=O)Nc2nc(-c3ccc(C)c(C)c3)cs2)cc1	3	1.3
63	CCc1c(C)nc(-n2nc(-c3cccs3)cc2NC(=O)C(c2ccccc2)c2ccccc2)[nH]c1=O	-4	-1.9
64	O=[N+]([O-])c1ccc2c(c1)ncn2-c1ccccc1	-27	1.7
65	O=C(Nc1ccc(-c2cn3c(n2)SCC3)cc1)c1ccc2ccccc2c1	-8	-1.0
66	C=CCN1C(=O)CSc2ccc(C(=O)NC3CCCCC3)cc21	-2	0.9
67	CCOc1ccc(/C=C2\C(=O)C(C(=O)OC)=C(C)N2c2ccc(F)cc2)cc1	8	-0.3
68	Nc1cc(=O)[nH]c(SCC(=O)Nc2cc(C(F)(F)F)ccc2N2CCOCC2)n1	8	1.5
69	Cc1cc(OCC(=O)NCCN(C)C)cc(C)c1Cl	0	-1.7
70	O=C(O)/C(=C\c1ccc(F)cc1)c1cccs1	1	0.0

nr	MITF primary	FBW7 activator
61	8	0.8
62	4	0.1
63	-11	-0.2
64	-5	0.0
65	13	-0.1
66	1	-0.1
67	-3	0.0
68	6	0.0
69	-10	0.1
70	5	-0.1

# (further entries)
nr	mol	TEAD-YAP block	GPR151 ag
71	O=c1[nH]c2ccc(N=Cc3cc([N+](=O)[O-])ccc3Cl)cc2[nH]1	6	0.9
72	CC(=NCCc1ccccc1)C1=C(O)CSC1=O	-2	-0.5
73	O=S1(=O)N=C(CN2CCN(S(=O)(=O)c3ccccc3F)CC2)Nc2ccccc21	-2	-0.5
74	O=CN1CCCN(C(=O)CCN2Cc3ccccc3OC(c3ccccc3F)C2)CC1 (stereo not given)	8	0.5
75	CS(=O)(=O)N(CC(=O)NCc1ccccc1Cl)c1cccc([N+](=O)[O-])c1	6	-2.5
76	C[C@H]1CC2C([C@@H](O)C[C@@]3(C)C2CC[C@]3(O)C(=O)CO)[C@@]2(C)C=CC(=O)C=C12 (stereo not given in full)	-8	-1.2
77	Cc1cccc(C2C3=C(Nc4c2c(=O)[nH]c(=O)n4C)c2ccccc2C3=O)c1 (stereo not given)	6	1.8
78	CCOc1ccc(NC(=O)C2C3C=CC4(O3)C2C(=O)N(Cc2cccc(OC)c2)C4C(=O)NC2CCCCC2C)cc1 (stereo not given)	8	0.4
79	c1nc(NCC2CCCO2)c2c3c(sc2n1)CCC3 (stereo not given)	-1	7.6*
80	C=CCn1c(SCC(=O)c2ccc(C)cc2)nc2sc3c(c2c1=O)CCCC3	-6	-0.6

nr	MITF primary	FBW7 activator
71	-4	-0.2
72	23	0.0
73	-1	0.2
74	2	0.3
75	16	0.2
76	28	0.2
77	4	0.0
78	9	-0.1
79	-3	-0.3
80	0	0.0

# Next part
nr	mol	TEAD-YAP block	GPR151 ag
81	CCOC(=O)C1=C(C)N(C)C(=O)N(C)C1c1ccc(O)cc1 (stereo not given)	0	-0.3
82	O=C1c2ccc(Oc3ccc4c(c3)C(=O)N(Cc3cccnc3)C4=O)cc2C(=O)N1Cc1cccnc1	1	0.8
83	CCOC(=O)C1=CN(Cc2ccc(Cl)cc2)C=C(C(=O)OCC)C1c1ccc(C(C)C)cc1	13	3.8
84	CCOc1ccc(C(=O)CN2C(=O)NC3(CCCCC3)C2=O)cc1	-19	1.3
85	CCCN1C(=O)C2C(C(=O)Nc3ccc(C)c(Cl)c3)C3C=CC2(O3)C1C(=O)NC1CCCC(C)C1C (stereo not given)	5	0.5
86	CC(C)(C)n1nc2c(c1NC(=O)c1ccc(Br)o1)CS(=O)(=O)C2	-2	1.4
87	CN(C)S(=O)(=O)c1ccc(Cl)c(C(=O)OCC(=O)NC2CCCCCCC2)c1	-6	-2.4
88	CC(=O)c1cccc(NC(=O)c2ccc(S(=O)(=O)N3CCc4ccccc43)cc2)c1	5	-0.4
89	Cn1nccc1Nc1nc(NCCN2CCOCC2)c2ncn(Cc3ccc(C(F)(F)F)cc3)c2n1	-24	-1.3
90	CC(=O)c1ccc(N/N=C2\CCCCC2=O)cc1	-38	0.1
91	CCCc1noc(CN2CCSCC2)n1	-11	-0.9

nr	MITF primary	FBW7 activator
81	3	0.2
82	21	0.3
83	-6	0.3
84	-2	0.7
85	-13	0.7
86	-9	-0.2
87	22	0.4
88	10	0.1
89	24	-0.1
90	18	0.2
91	-5	0.6

# This is a random part of the collection, and some 3.4% of all compounds hit somewhere here.
